Bioassay records from PubChem.
MCF10A rerep – DNA re-replication induction in MCF 10a cells; hit rate 2.9% among 350,000; MCF 10A DNA re-replication, Hoechst nuclear intensity, 48 h; Potency, µM (doses to about 46.1 µM), for the others: at the top dose activity, positive = re-replication, hits mostly activators; AID 624296; note: potency is the fitted concentration of half-maximal effect; % of control where 0% means no effect; nearly all actives have a fitted effect of over 50% in size
KB-V1 MDR tox – kills drug-selected multidrug resistant KB-V1 cells. hit rate 3.4% among 400,000. KB-V1 MDR cells viability, CellTiter-Glo, 72 h. Potency, µM (top dose mostly 46.1 µM), without a hit: at the highest dose activity change, negative = cytotoxicity, hits mostly cytotoxic; note: potency is the fitted concentration of half-maximal effect; % is set by controls: 0 for no effect and ±100 for the full control effect; nearly all actives have a fitted effect of over 60% in size
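Potencies derive from concentration-effect curves fitted to normalized luminescence (CellTiter-Glo) of KB-V1 cells treated for 72 h at 37 degrees C in phenol-red-free DMEM containing 10% FBS.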
IL1B secr inh – inhibitors of inflammasome signaling (IL-1 beta secretion) | THP-1 LPS/ATP IL-1B secretion, AlphaLISA, 16 h; stronger effect = lower value | hit rate 4.7% among 360,000 | activity change, % at 57.5 µM; in the data active = activity change below about -50%; inconclusive = mostly about -30% to -49%; note: % is set by controls: 0 for no effect and ±100 for the full control effect
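THP-1 cells pretreated 1 hr with compounds (up to 57.5 uM final), then stimulated with LPS (250 ng/mL final) plus ATP (1.25 mM final); secreted IL-1B measured by AlphaLISA after 16 hr, decreased signal indicating inhibition.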
WRN helicase inh – WRN helicase (human) inhibition | Q14191 | hit rate 0.46% among 360,000 | Potency, µM (highest dose often 114 µM), for the others: at the top dose activity change, negative = inhibition, usual class: inhibitors | AID 651768 | WRN helicase unwinding, fluorescent forked duplex, kinetic; note: potency is the fitted concentration of half-maximal effect; % is set by controls: 0 for no effect and ±100 for the full control effect; nearly all actives have a fitted effect of over 55% in size
Target sequence (Q14191 whole entry, looked up): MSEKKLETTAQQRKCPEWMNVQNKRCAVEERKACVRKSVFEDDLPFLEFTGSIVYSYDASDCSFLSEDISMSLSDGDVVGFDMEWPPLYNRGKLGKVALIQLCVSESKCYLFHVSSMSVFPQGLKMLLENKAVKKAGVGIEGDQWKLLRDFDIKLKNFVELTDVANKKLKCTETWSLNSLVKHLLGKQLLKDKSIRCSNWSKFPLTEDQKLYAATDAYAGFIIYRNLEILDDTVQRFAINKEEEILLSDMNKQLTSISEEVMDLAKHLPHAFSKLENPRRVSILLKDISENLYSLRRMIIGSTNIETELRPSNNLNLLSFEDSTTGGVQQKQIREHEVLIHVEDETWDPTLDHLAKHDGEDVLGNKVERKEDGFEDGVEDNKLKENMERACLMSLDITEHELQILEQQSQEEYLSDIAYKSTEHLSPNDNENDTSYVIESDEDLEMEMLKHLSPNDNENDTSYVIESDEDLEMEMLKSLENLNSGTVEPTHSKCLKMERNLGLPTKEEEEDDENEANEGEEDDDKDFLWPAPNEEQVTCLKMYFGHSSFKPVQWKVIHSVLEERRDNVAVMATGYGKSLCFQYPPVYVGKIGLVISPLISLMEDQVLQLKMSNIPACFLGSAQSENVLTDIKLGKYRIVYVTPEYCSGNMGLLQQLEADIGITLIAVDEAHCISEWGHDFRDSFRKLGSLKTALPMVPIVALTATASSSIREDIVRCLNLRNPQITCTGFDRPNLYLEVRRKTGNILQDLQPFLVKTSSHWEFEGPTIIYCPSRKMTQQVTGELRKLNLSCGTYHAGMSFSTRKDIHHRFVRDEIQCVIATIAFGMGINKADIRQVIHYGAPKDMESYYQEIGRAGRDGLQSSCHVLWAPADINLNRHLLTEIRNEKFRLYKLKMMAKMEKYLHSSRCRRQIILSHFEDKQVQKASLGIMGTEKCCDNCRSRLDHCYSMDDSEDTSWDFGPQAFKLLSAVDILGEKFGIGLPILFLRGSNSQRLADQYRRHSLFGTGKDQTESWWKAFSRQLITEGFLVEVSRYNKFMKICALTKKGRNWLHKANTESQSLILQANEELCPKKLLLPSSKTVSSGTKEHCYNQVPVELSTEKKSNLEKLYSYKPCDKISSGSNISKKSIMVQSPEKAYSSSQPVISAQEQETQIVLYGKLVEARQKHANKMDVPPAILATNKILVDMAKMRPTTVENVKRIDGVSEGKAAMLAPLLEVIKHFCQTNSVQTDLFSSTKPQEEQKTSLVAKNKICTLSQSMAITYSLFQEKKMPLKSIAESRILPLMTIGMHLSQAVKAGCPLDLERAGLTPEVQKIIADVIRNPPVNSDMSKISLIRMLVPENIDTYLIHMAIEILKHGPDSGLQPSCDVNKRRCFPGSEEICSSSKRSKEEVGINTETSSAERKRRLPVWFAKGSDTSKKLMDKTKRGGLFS
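Kinetic red-fluorescence monitoring (525/598 nm) tracks WRN helicase activity after 100 nM fluorophore-quencher forked duplex and 2 mM ATP are added to 20 nM enzyme pretreated 15 min at room temperature with compound.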
HT1080-NT tox – kills 2HG-producing HT-1080-NT fibrosarcoma cells; HT-1080-NT fibrosarcoma viability, CellTiter-Glo ATP luminescence, 48 h; Potency, µM (series often up to 46.1 µM), without a hit: top-dose activity, negative = less viability, most hits filed as cytotoxic; hit rate 1.6% among 360,000;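 note: NT is the 2HG producing partner of a matched IDH1 knockdown line; potency is the fitted concentration of half-maximal effect; 0% = DMSO-treated cells and -100% = media-only wells without cells; nearly all actives have a fitted effect of over 55% in size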
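Viability by CellTiter-Glo luminescence after 48 h compound exposure at 37C of HT-1080-NT cells (750/well, RPMI, 5% FBS). % activity scaled between DMSO wells and medium-only wells, then curve-fitted and categorized by curve class.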
KB-3-1 tox – KB-3-1 parental cell cytotoxicity; AID 1347075; KB-3-1 viability, CellTiter-Glo ATP luminescence, 72 h; hit rate 1.4% among 400,000; Potency, µM (titrated, usually from 46.1 µM), for inactives: at the highest dose activity change, negative = cytotoxic, actives largely listed as cytotoxic; note: potency is the fitted concentration of half-maximal effect; % is set by controls: 0 for no effect and ±100 for the full control effect; nearly all actives have a fitted effect of over 60% in size
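KB-3-1 cells, DMEM (no phenol red) + 10% FBS; compound by pin transfer, 72 h, 37 °C. Readout: CellTiter-Glo luminescence after 10 min. Data normalized, curve-fitted.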
ATXN2 expr inh – reduces ATXN2 reporter expression in HEK-293 cells. hit rate 0.72% among 360,000. Potency, µM (series often up to 57 µM), inactives show top-dose activity change, negative = inhibition, hits mostly inhibitors. AID 1745845. HEK-293 ATXN2-luciferase reporter, luminescence, 24 h; note: potency is the fitted concentration of half-maximal effect; % is set by controls: 0 for no effect and ±100 for the full control effect; nearly all actives have a fitted effect of over 55% in size
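qHTS (up to 57 uM final) was run with 24 h compound exposure of reporter cells at 37 °C. Each well was multiplexed: SteadyGlo luminescence measured ATXN2-luciferase expression after a fluorogenic Gly-Phe-AFC viability readout (25 uM final).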
HT1080 IDH1KD tx – HT-1080 IDH1 knockdown cell toxicity (counter line). hit rate 2% among 360,000. Potency, µM (top dose mostly 46.1 µM), inactives show top-dose activity, negative = toxicity, hits mostly cytotoxic. HT-1080 IDH1 knockdown viability, ATP luminescence, 48 h;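 note: potency is the fitted concentration of half-maximal effect; 0% = DMSO wells and -100% = cell-free medium wells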
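In this qHTS, HT-1080 cells depleted of IDH1 are exposed for 48 h at 37 °C to compound titrations. Toxicity is scored from CellTiter-Glo luminescence, with DMSO as full viability and medium alone as none.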
SW480 rerep – inducers of DNA re-replication in SW480 colon cancer cells | SW480 DNA re-replication, Hoechst DNA content imaging, 48 h | Potency, µM (highest dose often 46.1 µM), for inactives: at the highest dose re-replication activation, actives largely listed as activators | hit rate 1.8% among 340,000 | AID 624297; note: potency is the fitted concentration of half-maximal effect; % of control where 0% means no effect; nearly all actives have a fitted effect of over 55% in size
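DNA re-replication was detected as more nuclei of elevated Hoechst intensity after 48 hr exposure to compound (23 nL pinned per well of 250 cells).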
Starred values were filed as active, the others as inactive; ? = inconclusive; . = no result given; & = joins results of further samples; [ ] = remark or other dose. Unless noted, calls come from the whole dose curve; as a rule, active = well fitted curve in the direction sought with a large enough effect; inconclusive = small, poorly fitted or top-dose-only effect, or another doubt; inactive = no such curve, though single readings can be large; an effect the other way counts as inactive or inconclusive.

#1 COc1ccccc1C1c2[nH]c3ccccc3c2CCN1Cc1ccc(NC(C)=O)s1 (configuration not stated)
#2 CC(C)(C)OC(=O)N(CCc1ccccc1)Cc1ccccc1OCc1cccc(NC(=O)/C=C/c2ccccc2)c1
#3 Cc1nn(Cc2ccccc2Cl)c(C)c1C(=O)N(C)CC(=O)Nc1cccc(F)c1
#4 CC1CC(C)CN(C(=O)COC(=O)C2CCN(S(=O)(=O)c3c(Cl)cccc3Cl)CC2)C1 (configuration not stated)
#5 CCCCc1n[nH]c2c1/C(=N/O)CC(C)(C)C2
#6 CCOC(=O)c1c(-c2ccco2)csc1N
#7 COC(C/C=C/[C@@H](O)COCc1ccccc1)OC
#8 COc1ccc(C(C)=O)cc1COC(=O)CNC(=O)c1ccc(Cl)cc1
Screen / compound no.	1	2	3	4	5	6	7	8
IL1B secr inh	-21	-20	-5	-1	-8	-5	7	8
HT1080-NT tox	21%	5%	-1%	-7%	6%	-11%	19%	12%
KB-3-1 tox	-22%	0%	-16%	13%	8%	-7%	1%	8%
KB-V1 MDR tox	?	0%	?	-2%	-3%	3%	?	0%
WRN helicase inh	-4%	-8%	5%	4%	11%[57.1 µM]	3%	-1%	-1%
ATXN2 expr inh	.	8%	.	-9%	7%	-26%	8%	.
HT1080 IDH1KD tx	-8%	14%	-7%	-1%	6%	-11%	16%	3%
SW480 rerep	3%	-37%[inhibitor]	-6%	2%	-3%	-3%	6%	9%
MCF10A rerep	15%	-10%	-7%	6%	-3%	2%	-15%	-1%

#9 CCC(=O)Nc1cc(ON=C(C)C)cc([N+](=O)[O-])c1
#10 CC(C)N(CC(N)=O)C(=O)Cc1coc2cc3c(cc12)CCC3
#11 Cc1nc(N2CCN(c3ccccn3)CC2)c2c(C)c(C(=O)Nc3ccc(F)cc3)sc2n1
#12 CCOC(=O)C1CCCN(C(=O)c2cccc(NC(=O)C(CC)CC)c2)C1 (configuration not stated)
#13 Cc1ccsc1/C=N/NC(=O)c1cccnc1
#14 O=C(O)C(Oc1ccc(Cl)cc1)c1ccc(Cl)cc1 (configuration not stated)
#15 COCC1=C(C(=O)OC)C(c2ccco2)n2ncnc2N1 (configuration not stated)
#16 Cc1ccc(OCC(=O)N/N=C\c2ccc(C)o2)c([N+](=O)[O-])c1
Screen / compound no.	9	10	11	12	13	14	15	16
IL1B secr inh	-2	23	-77*	-27	24	7	-4	12
HT1080-NT tox	-1%	7%	0%	14%	0%	8%	6%	5%
KB-3-1 tox	27%	5%	-3%	-6%	3%	1%	1%	1%
KB-V1 MDR tox	-5%	-4%	?	?	-4%	11%	2%	15%
WRN helicase inh	-4%	-8%	4%	6%	-1%	-1%	6%	10%
ATXN2 expr inh	-2%	16%	-23%	-4%	17%	7%	2%	7%
HT1080 IDH1KD tx	8%	-1%	1%	2%	-2%	5%	5%	0%
SW480 rerep	-5%	1%	?	2%	-4%	1%	-15%	-19%
MCF10A rerep	-3%	0%	?	2%	1%	0%	11%	-34%[inhibitor]

#17 COC(=O)C1=C(C(=O)OC)[C@@H]2Nc3ccccc3[C@@]23C[C@@H](C(=O)OC)N(C(=O)c2ccco2)C3=N1
#18 O=C(COc1ccccc1)Nc1nn[nH]n1
#19 O=C(CCNc1cccc(Cl)c1)c1ccco1
#20 COc1cccc2cc(C(=O)Nc3cc(C)cc(C)c3)/c(=N/NS(=O)(=O)c3ccccc3)oc12
#21 Cc1sc2nc[nH]c(=S)c2c1-c1ccccc1
#22 Cc1ccc(C)c(NC(=O)c2sc(Cl)nc2-c2ccccc2)c1
#23 CCCCNC(=O)C1(C)CCCCN1C(=O)c1ccc(F)c(C)c1 (configuration not stated)
#24 CCc1nonc1NC(=O)c1oc2ccc(F)cc2c1C
Screen / compound no.	17	18	19	20	21	22	23	24
IL1B secr inh	29	-4	4	21	11	8	0	-4
HT1080-NT tox	7%	13%	?	3%	?	9%	?	2%
KB-3-1 tox	0%	0%	1%	20%	-3%	1%	0%	-6%&2%
KB-V1 MDR tox	26%	28%	3%	8%	?	-5%	19%	-1%&7%
WRN helicase inh	-4%	7%	-8%	-1%	-5%	1%	9%	2%
ATXN2 expr inh	5%	6%	9%	8%	-31%	-3%	-6%	16%
HT1080 IDH1KD tx	8%	7%	?	?	?	11%	28%	-1%
SW480 rerep	-35%	-9%	?	?	-4%	-4%	.	-42%[inhibitor]
MCF10A rerep	-1%	-1%	?	20%	?	?	.	0%

Part of the list above, with each value named.
24. CCc1nonc1NC(=O)c1oc2ccc(F)cc2c1C
  IL1B secr inh = -4	HT1080-NT tox = 2%	KB-3-1 tox = -6%&2%	KB-V1 MDR tox = -1%&7%	WRN helicase inh = 2%	ATXN2 expr inh = 16%	HT1080 IDH1KD tx = -1%	SW480 rerep = -42%[inhibitor]	MCF10A rerep = 0%

23. CCCCNC(=O)C1(C)CCCCN1C(=O)c1ccc(F)c(C)c1 (configuration not stated)
  IL1B secr inh = 0	HT1080-NT tox = ?	KB-3-1 tox = 0%	KB-V1 MDR tox = 19%	WRN helicase inh = 9%	ATXN2 expr inh = -6%	HT1080 IDH1KD tx = 28%	SW480 rerep = .	MCF10A rerep = .

20. COc1cccc2cc(C(=O)Nc3cc(C)cc(C)c3)/c(=N/NS(=O)(=O)c3ccccc3)oc12
  IL1B secr inh = 21	HT1080-NT tox = 3%	KB-3-1 tox = 20%	KB-V1 MDR tox = 8%	WRN helicase inh = -1%	ATXN2 expr inh = 8%	HT1080 IDH1KD tx = ?	SW480 rerep = ?	MCF10A rerep = 20%

Other results:
#25 CCOC(=O)c1ccc(NC(=O)Cn2nc(C)c3ccccc3c2=O)cc1
#26 OCC1OC(n2cnc3c(SCc4ccccc4)nc(NO)nc32)C(O)C1O (configuration not stated)
#27 Nc1ccc(S(=O)(=O)c2cccc(N)c2)cc1
#28 Cc1ccc(NC(=O)c2cccc(NC3=NC4CS(=O)(=O)CC4S3)c2)cc1C (configuration not stated)
#29 Nc1nc(SCC(=O)NCc2ccccc2Cl)[nH]c(=O)c1NC(=O)c1ccccc1F
#30 Cc1cc(C)cc(NC(=O)Nc2ccc3c(c2)N(C)C(=O)CS3)c1
#31 COC(=O)c1cccc(S(=O)(=O)N2CCC(n3nnc4cc(F)ccc43)CC2)c1
#32 O=C(O)CCCNc1ccc(S(=O)(=O)N2CCCCC2)cc1
Screen / compound no.	25	26	27	28	29	30	31	32
IL1B secr inh	39	-4	9	-4	0	-50*	-7	-4
HT1080-NT tox	-2%	4%	0%	-3%	0%	-19%	-14%	-4%
KB-3-1 tox	0%	47%	5%	5%	0%	?	-8%	-6%
KB-V1 MDR tox	0%	16%	8%	-1%	-5%	-14%	16µM*	-3%
WRN helicase inh	6%	-5%	0%	-3%	-22%	2%	-6%	1%
ATXN2 expr inh	11%	.	-6%	0%	3%	-10%	-20%	-2%
HT1080 IDH1KD tx	0%	0%	-1%	-4%	2%	-15%	-12%	0%
SW480 rerep	?	.	-11%	-12%	.	?	-6%	-3%
MCF10A rerep	2%	.	-10%	-4%	-3%	22%	-13%	-1%[9.22 µM]

An excerpt of these results, with bars between the fields.
nr | smiles | IL1B secr inh | HT1080-NT tox | KB-3-1 tox | KB-V1 MDR tox | WRN helicase inh | ATXN2 expr inh | HT1080 IDH1KD tx | SW480 rerep | MCF10A rerep
25 | CCOC(=O)c1ccc(NC(=O)Cn2nc(C)c3ccccc3c2=O)cc1 | 39 | -2% | 0% | 0% | 6% | 11% | 0% | ? | 2%
29 | Nc1nc(SCC(=O)NCc2ccccc2Cl)[nH]c(=O)c1NC(=O)c1ccccc1F | 0 | 0% | 0% | -5% | -22% | 3% | 2% | . | -3%

Further records.
#33 CCNCc1ccc(OCc2cccs2)c(OCC)c1
#34 CN(C)C(=S)SCC(=O)Nc1ccc(Cl)cc1Cl
#35 Cc1cccc(-c2noc(CCC(=O)NCc3ccco3)n2)c1
#36 Cc1cc(C)c(NC(=S)NCC2CCN(C(C)c3ccccc3)C2)c(C)c1 (configuration not stated)
#37 O=C(CC1SC(=NCC2CCCO2)NC1=O)Nc1cc([N+](=O)[O-])ccc1Cl (configuration not stated)
#38 NC(=O)c1ccc(N2CCN(c3ccccc3O)CC2)c([N+](=O)[O-])c1
#39 CCOC(=O)NNC(=S)Nc1c(C)n(C)n(-c2ccccc2)c1=O
#40 Cc1cccc(C)c1N1C(=O)c2ccccc2NC(=O)C1C(=O)Nc1ccc(N2CCOCC2)cc1 (configuration not stated)
#41 O=C(Nc1ccc(Cl)cc1)N1CCC(c2nc(-c3ccccc3Cl)no2)CC1
#42 CCOC(=O)N1N=C(C)CC1(O)c1ccc(Cl)cc1 (configuration not stated)
Screen / compound no.	33	34	35	36	37	38	39	40	41	42
IL1B secr inh	16	2	2	?	18	13	30	12	-9	-16
HT1080-NT tox	-13%	5%	?	-16%	14%	2%	9%	-1%	?	-4%
KB-3-1 tox	-9%	-1%	0%	-5%	-5%	-5%	3%	6%	?	0%
KB-V1 MDR tox	0%	9%	0%	10%	-11%	?	-5%	-1%	0%	-1%
WRN helicase inh	7%	-5%	0%	-29%	7%	0%	6%	7%	-13%[57.1 µM]	-2%
ATXN2 expr inh	.	22%	1%	-20%	-13%	-31%	20%	.	-38%	4%
HT1080 IDH1KD tx	-2%	-5%	-6%	-25%	2%	-2%	7%	9%	?	1%
SW480 rerep	-10%	4%	-11%	0%	-2%	-5%	-4%	.	10%	0%
MCF10A rerep	-11%	10%	-7%	0%	-2%	0%	-13%	.	?	?

Compounds were not picked by outcome, and some 12% of all compounds hit somewhere here.
